# Mdm2-MdmX inh: inhibitors of human Mdm2-MdmX association, primary screen, cell-based, luminescence, split luciferase, SaOS-2, uHTS; hit rate 3% among 330,000; inhibition, % at 8 µM; SaOS-2 split-luciferase Mdm2/MdmX complementation; Protein Mdm4 (Homo sapiens) + E3 ubiquitin-protein ligase Mdm2 (Homo sapiens), …;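 active = inhibition of at least 50% at 8 µM in the primary screen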
# Target sequence (O15151 whole entry, looked up): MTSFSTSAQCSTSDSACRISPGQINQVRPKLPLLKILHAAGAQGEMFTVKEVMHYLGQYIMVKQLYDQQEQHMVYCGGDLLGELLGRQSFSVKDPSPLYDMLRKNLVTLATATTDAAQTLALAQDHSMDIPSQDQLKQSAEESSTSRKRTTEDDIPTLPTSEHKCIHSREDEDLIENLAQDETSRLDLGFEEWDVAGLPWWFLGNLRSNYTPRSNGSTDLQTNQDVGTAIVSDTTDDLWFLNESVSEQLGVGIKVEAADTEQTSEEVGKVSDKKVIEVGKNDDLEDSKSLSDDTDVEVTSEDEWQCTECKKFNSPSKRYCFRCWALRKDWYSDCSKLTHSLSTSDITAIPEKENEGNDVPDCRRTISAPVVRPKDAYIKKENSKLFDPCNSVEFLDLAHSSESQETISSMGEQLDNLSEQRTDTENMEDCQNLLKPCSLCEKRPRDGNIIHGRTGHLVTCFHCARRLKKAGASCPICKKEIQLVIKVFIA
# Target sequence (Q00987 whole entry, looked up): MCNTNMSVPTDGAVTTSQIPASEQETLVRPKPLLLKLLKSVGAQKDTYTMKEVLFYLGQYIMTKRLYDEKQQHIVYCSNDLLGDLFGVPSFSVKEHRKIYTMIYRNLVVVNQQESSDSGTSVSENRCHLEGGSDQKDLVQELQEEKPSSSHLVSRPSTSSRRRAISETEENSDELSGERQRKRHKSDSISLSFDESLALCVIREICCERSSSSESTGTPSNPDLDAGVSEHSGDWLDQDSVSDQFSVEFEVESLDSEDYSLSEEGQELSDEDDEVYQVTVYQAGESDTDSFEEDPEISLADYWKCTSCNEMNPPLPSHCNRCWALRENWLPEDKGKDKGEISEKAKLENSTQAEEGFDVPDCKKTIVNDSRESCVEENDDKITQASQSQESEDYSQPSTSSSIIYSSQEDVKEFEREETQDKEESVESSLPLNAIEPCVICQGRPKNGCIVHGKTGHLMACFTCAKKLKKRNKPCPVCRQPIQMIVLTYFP
# tim23-1 inh: growth inhibitors of tim23-1 mutant yeast, primary screen, luminescence, uHTS; S. cerevisiae tim23-1 growth, BacTiter-Glo luminescence, 24 h; hit rate 1.3% among 330,000; inhibition, % at 20 µM;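 active = growth inhibition of the mutant yeast at or above 50%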;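 also: temperature-sensitive mutant grown at 25 °C; plate controls were DMSO-treated mutant yeast for no effect and medium wells lacking yeast for full effect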
# UPR XBP1 act: activators of adaptive XBP1 UPR arm, primary screen, cell-based, CHO-XBP1 luciferase reporter, luminescence, uHTS; IRE1-XBP1 UPR activation; percent of tunicamycin response, DMSO as zero; activation, % at 20 µM; hit rate 0.33% among 330,000; AID 463104, 2010;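 active = versus positive control, 20 µM dose yields 30% or more activation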;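 also: 100% = tunicamycin at 10 µg/mL and 0% = DMSO only wells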
#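 Material: IRE1-XBP1 luciferase reporter CHO line / Quantity: one thousand reporter cells per well / Buffer or medium: F12 with 10% serum / Compound: 20 µM single concentration, DMSO 1% / Times: 6 h treatment, 37 °C / Detection: Steady-Glo luciferase glow luminescence, 10 min after reagent addition / Benchmarks: tunicamycin high, DMSO low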
# APJ antag: antagonists of human apelin receptor APJ, primary screen, CHO-K1 cells, beta-arrestin complementation, luminescence; P35414; inhibition, % at 20 µM; hit rate 0.32% among 330,000;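 active = inhibition above about 40% at 20 µM, limit read from the data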;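 also: cells challenged with 10 nM apelin-13 agonist together with compound; plate controls were apelin-13 plus DMSO wells for no effect and DMSO wells lacking apelin-13 for full effect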
# APJ ag: agonists of human apelin receptor APJ, primary screen, CHO-K1 cells, PathHunter beta-arrestin, luminescence. P35414. 0% DMSO wells, 100% apelin. activation, % at 20 µM. hit rate 0.11% among 330,000. AID 2520, 2010;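 active = activation more than six SD over the plate average, tested at 20 µM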;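 also: 0% = DMSO alone and 100% = apelin-13 at 10 nM; some results filed as inactive read as strong as hits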
#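 Incubation: overnight seeding, 90 min compound at 25 °C, 1 h detection; test system: PathHunter CHO-K1 APJ (AGTRL-1) beta-arrestin reporter cells; amount: 1000 cells/well; doses: one dose, 20 µM compound, 1% DMSO; measured by: beta-gal luminescence; measure: agonist-driven arrestin binding to APJ; benchmarks: negative DMSO alone, positive Apelin-13 at 10 nM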
# EBI2 antag: EBI2 receptor antagonists, beta-arrestin recruitment, primary screen, cell-based, luminescence, 7a,25-OHC stimulation, uHTS | 7a,25-OHC stimulated | hit rate 0.81% among 360,000 | inhibition, % at 5 µM | G-protein coupled receptor 183 (Homo sapiens), P32249; in the data active = inhibition above about 38%;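 also: enzyme fragment complementation signal reports receptor beta-arrestin coupling in cells; 0% = agonist plus DMSO wells and 100% = wells without agonist; some results beyond the cut were filed as inactive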
# CHOP UPR activ: activators of apoptotic CHOP UPR arm, primary screen, cell-based, CHO-CHOP luciferase reporter, luminescence, uHTS; UPR activation; percent of tunicamycin response over DMSO baseline; activation, % at 10 µM; hit rate 0.34% among 330,000; AID 449763, 2010;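 active = at 10 µM dose, activation of 40% or more, normalized to positive control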;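 also: 100% = tunicamycin at 10 µg/mL and 0% = DMSO alone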
#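 System: CHO CHOP reporter cells. Amount: 500 cells per well. Buffer or medium: F12 medium, 10% FBS. Compound dosing: one dose, 10 µM in 0.5% DMSO. Incubation: 6 h compound exposure at 37 °C after overnight seeding. Technique: Steady-Glo luciferase luminescence. Benchmarks: tunicamycin and DMSO controls.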
# CCR6 antag: CCR6 receptor antagonists, primary screen, cell-based, CHO-K1, luminescence, beta-arrestin, uHTS. C-C chemokine receptor type 6 (Homo sapiens), P51684. CHO-K1 CCR6 PathHunter beta-arrestin, CCL20-stimulated. inhibition, % at 20 µM. hit rate 0.49% among 340,000. AID 493098, 2011;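 active = compounds whose inhibition of the agonist-driven luminescence signal at 20 µM reaches about 50%, limit read from the data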;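 also: cells stimulated with CCL20 at 14 nM final; plate controls were DMSO with CCL20 for no effect and DMSO without agonist for full effect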
# CXCR6 inh: CXCR6 receptor inhibitors, primary screen, cell-based, beta-arrestin, luminescence, CHO-K1 PathHunter, 1536-well. C-X-C chemokine receptor type 6 (Homo sapiens), O00574. inhibition, % at 20 µM. hit rate 0.36% among 360,000. AID 602244, 2012; in the data active = inhibition above about 34%, passing the limit was not always enough;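 also: antagonist mode with CXCL16 agonist at 10 nM final; 0% = 10 nM CXCL16 with DMSO and 100% = unstimulated wells without agonist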
# Active calls of the source: *; · = no result given. A portion of the library. The share of hits here may be higher or lower than overall.
SMILES,Mdm2-MdmX inh,tim23-1 inh,UPR XBP1 act,APJ antag,APJ ag,EBI2 antag,CHOP UPR activ,CCR6 antag,CXCR6 inh
CCOC(=O)c1sc(N)c(C(N)=O)c1C,12,20,1,-21,-3,9,-1.5,7,3
Cc1ccc(S(=O)(=O)N(C)C)cc1NC(=O)COC(=O)CC1CCCC1,-7,2,1,-28,4,-15,0.5,7,2
CN(CC(=O)Nc1cccnc1)S(=O)(=O)c1ccc(Br)cc1,18,-13,-6,4,0,-3,0.2,-4,0
Cc1cccc(OC(C)C(=O)OCC(=O)N2CCN(c3ccccc3)CC2)c1 (stereo not given),8,20,-3,7,-1,-8,-1.8,4,13
CCOC(=O)c1c(C)nc2c(c1-c1ccccc1)C(=O)CCC2,19,23,-1,-21,0,-1,0.8,-4,-2
COc1ccc(CCC(=O)NNC(=O)Nc2ccc(C(C)=O)cc2)cc1,-3,-15,-4,4,1,5,-1.5,15,3
CC(/C=C/c1ccco1)=N\NC(=O)COc1ccc(C)c(C)c1,-16,40,-2,-18,-3,-16,2.1,-16,-4
CN(CC(=O)Nc1ccccc1C(=O)NC1CC1)Cc1ccc(Cl)cc1,-6,-1,1,3,1,-5,-0.6,11,3
CCN(CC)S(=O)(=O)c1ccc(S(=O)(=O)Nc2ccc3c(c2)oc2ccccc23)cc1,20,21,-4,-1,-2,-21,-1.2,2,-8
O=C(CCl)NCc1cc(-c2ccc(Cl)cc2)no1,73*,13,4,5,-3,8,4.6,5,-9
COc1ccc(Cl)cc1NC(=O)NCCN1CCCCC1,-14,18,-1,3,-2,3,-0.1,-4,-1
COc1ccc(NC(=O)COc2ccc(/C=N/O)cc2OC)cc1,-21,3,3,-32,-1,-3,2.8,0,-2
COc1ccc(C(=O)NCCCNC(=O)c2ccco2)cc1OC,9,-9,2,-21,0,-7,-1.3,11,-2
Cc1cc(OCC(=O)Nc2cnn(CCCC(=O)O)c2)ccc1[N+](=O)[O-],12,20,-3,-45,-5,-1,0.4,7,-2
Cc1c(N2C(=O)/C(=C\c3cccc4ccccc34)SC2=S)c(=O)n(-c2ccccc2)n1C,18,4,-2,9,11,16,0.0,11,5
O=S(=O)(c1cc(Cl)ccc1Cl)N1CCCC1,-2,4,7,-8,-2,-7,0.5,2,-7
CCOC(=O)CN1C(=N)N(c2nc(NC(C)C)nc(NC(C)C)n2)CC1=O,15,13,0,-3,4,-2,-1.0,6,-1
CC(C)=CCOc1ccc([C@@H]2COc3c(ccc4c3C=CC(C)(C)O4)C2)c(O)c1,47,8,-2,-23,1,22,1.2,24,-13
Cc1ccc(OCCSc2nnc(C)c(=O)n2N)cc1,11,5,0,-2,-1,2,3.6,-1,0
CC(CC(=O)O)CC(=O)NNC(=O)c1cccc(Br)c1 (stereo not given),25,7,-1,14,-2,-9,-2.5,10,5
Cc1ccc(S(=O)(=O)N2CCOCC2)cc1C(=O)NC1CCSc2ccccc21 (stereo not given),9,9,-4,12,-5,5,0.8,0,-5
O=C(c1cc(-c2ccco2)on1)N1CCc2ccccc2C1,-52,18,1,13,0,6,3.2,21,9
C=CC[C@@H](CC(=O)N[C@H](CO)Cc1ccccc1)C(=O)N[C@H](COC(=O)[C@@H](CC=C)Cc1ccc(F)cc1)C(C)(C)C,37,10,-3,6,0,5,-0.6,3,6
COc1ccc(C(C)(C)C)cc1NC(=O)c1cc(S(=O)(=O)N(C)C)ccc1N1CCCC1,32,12,3,-2,1,23,0.8,1,5
CC(=O)Nc1ccc(SCCN2CC[C@@H](C)CCC2=O)cc1,25,14,-2,4,0,-2,0.1,1,0
CN(C)S(=O)(=O)c1cccc(NC(=O)c2cc3c(cc2Cl)N2CCCCCC2=NS3(=O)=O)c1,-20,9,0,-2,1,-9,0.3,-2,-3
COC(=O)CCCC1=CC2=C(c3ccccc3)C(=O)C(C)(OC(=O)C3CCCC3)C(=O)C2=CN1C(CO)CO (stereo not given),-11,2,0,-6,10,-14,-1.4,-1,-4
Cc1ccc(/C=N/NC(=S)Nc2cccc(S(=O)(=O)N(C)C)c2)o1,17,41,5,-9,-4,1,5.7,33,4
O=C(NCC(c1ccco1)N1CCCCC1)c1ccc(S(=O)(=O)Nc2ccccc2)cc1 (stereo not given),29,13,0,0,-2,-3,-0.6,-6,-1
CCOC(=O)C1C(C(=O)OC)=C(C2=CCCCC2)c2ccccc2N1S(=O)(=O)C(F)(F)F (stereo not given),14,45,1,·,·,-9,0.8,29,12
O=C(CCS(=O)(=O)c1ccc2c(c1)NC(=O)CO2)NCCc1ccccc1,13,14,-1,-12,0,-13,2.4,5,4
O=S(=O)(NCCSc1nnnn1-c1ccccc1)c1cccs1,11,34,-2,23,-2,1,2.7,11,-2
CC(=O)c1c(O)c2ccccc2n(C)c1=O,24,32,-3,-11,-1,-5,1.2,-1,-3
COc1cccc(CCc2nnc(CCC(=O)NC(C)Cc3cccs3)o2)c1 (stereo not given),16,11,0,21,-2,-5,0.0,5,3
CSc1nc2c(c(=O)[nH]1)C(c1ccc(C(F)(F)F)cc1)CC(=O)N2 (stereo not given),-12,0,2,-11,-2,3,0.5,11,-4
CC12CCC(=O)N1C(C(=O)NNC(=O)COc1ccc(Br)cc1)CS2 (stereo not given),11,-4,0,-1,-2,9,0.5,-3,-5
COc1ccc(CCn2c(=N)c(C(=O)NCc3ccco3)cc3c(=O)n4ccccc4nc32)cc1,15,10,1,12,-6,28,1.4,16,19
CCOc1cccc(NC(=O)CSc2sc3c(O)cc(=O)[nH]c3c2C#N)c1,8,9,-5,15,-2,-5,-1.3,7,0
CC(C)CNC(=S)NC(=O)c1ccccc1Cl,-23,18,0,-23,-6,-15,2.8,-10,-7
CN1CCN(S(=O)(=O)c2ccc3c4c(cccc24)C(=O)N3)CC1,-33,6,-1,-7,-1,-4,0.8,2,-8

# The results go on:
# Value order – Mdm2-MdmX inh | tim23-1 inh | UPR XBP1 act | APJ antag | APJ ag | EBI2 antag | CHOP UPR activ | CCR6 antag | CXCR6 inh
N=c1c(C(=O)NC2CCCC2)cc2c(=O)n3ccccc3nc2n1CC1CCCO1 (stereo not given)
→ 12 | -5 | -4 | 6 | -1 | 14 | -2.8 | 7 | 8
COC(=O)C1=C(C(=O)c2ccc(C)cc2)C(c2ccccc2)n2nnnc2N1 (stereo not given)
→ -23 | 6 | -7 | 19 | -5 | 1 | -0.1 | 5 | 6
O=C(N/N=C\c1c[nH]c2ccccc12)c1ccc(O)cc1
→ 13 | 4 | 2 | -3 | -2 | 2 | 3.3 | -1 | -1
COc1cccc(-c2cc(C(=O)N3CCN(C(c4ccccc4)c4ccccc4)CC3)no2)c1
→ 25 | 30 | 2 | -6 | -1 | 87* | 3.3 | 13 | 11
O=C(COC(=O)c1cc[n+]([O-])cc1)Nc1ccc(F)c([N+](=O)[O-])c1
→ 4 | 15 | -2 | 0 | -3 | 0 | -0.9 | 10 | -3
COc1ccccc1CNC(=O)Cn1cccc1C(=O)c1ccccc1C
→ -7 | 19 | -4 | -18 | 0 | -6 | 5.3 | 21 | -3
COC(=O)c1cc(NC(=O)COC(=O)CN2C(=O)C3CC=CCC3C2=O)cc(C(=O)OC)c1 (stereo not given)
→ 10 | 3 | -1 | -14 | 1 | 3 | 0.7 | 2 | -4
COCc1cc(C)nc(SCC(=O)Nc2nc(C)cs2)c1C#N
→ -90 | 10 | -2 | -2 | -2 | -1 | 3.5 | 22 | 3
CCOC(=O)COc1ccccc1C(=O)c1cnn(-c2ccccc2)c1
→ 3 | 31 | -4 | 5 | -2 | 0 | 6.0 | 24 | -1
CN1CCN(C(=O)c2ccc3c(c2)N(Cc2ccc(F)cc2)C(=O)c2ccccc2S3=O)CC1 (stereo not given)
→ 1 | -103 | 2 | 2 | -1 | 0 | -2.3 | -3 | 7

# Full records as entered above. Values in the order: Mdm2-MdmX inh, tim23-1 inh, UPR XBP1 act, APJ antag, APJ ag, EBI2 antag, CHOP UPR activ, CCR6 antag, CXCR6 inh
# COC(=O)c1cc(NC(=O)COC(=O)CN2C(=O)C3CC=CCC3C2=O)cc(C(=O)OC)c1 (stereo not given) reads 10, 3, -1, -14, 1, 3, 0.7, 2, -4
# CCOC(=O)COc1ccccc1C(=O)c1cnn(-c2ccccc2)c1 reads 3, 31, -4, 5, -2, 0, 6.0, 24, -1
# O=C(N/N=C\c1c[nH]c2ccccc12)c1ccc(O)cc1 reads 13, 4, 2, -3, -2, 2, 3.3, -1, -1
# CN1CCN(C(=O)c2ccc3c(c2)N(Cc2ccc(F)cc2)C(=O)c2ccccc2S3=O)CC1 (stereo not given) reads 1, -103, 2, 2, -1, 0, -2.3, -3, 7

# The results go on.
# Value order – Mdm2-MdmX inh | tim23-1 inh | UPR XBP1 act | APJ antag | APJ ag | EBI2 antag | CHOP UPR activ | CCR6 antag | CXCR6 inh
COc1ccccc1NC(=O)c1ccc(CN2CCOCC2)cc1
→ 1 | -4 | 1 | 14 | 1 | -9 | -0.5 | -5 | -10
CC(=O)N1c2ccc(S(=O)(=O)N3CCCC3)cc2CC1C(=O)NCc1ccc(N(C)C)cc1 (stereo not given)
→ 16 | -10 | -1 | 13 | -2 | -1 | 2.1 | 16 | -6
COc1cc(OC)c(OC)cc1/C=N/NC(=S)NCCN1CCOCC1
→ 7 | -6 | -1 | 1 | -3 | 7 | 1.3 | 9 | -6
Cc1cc(OC(=O)c2cc(Cl)nc3ccccc23)ccc1Cl
→ 11 | 23 | -2 | 5 | -1 | 7 | 0.9 | 21 | -3

# Gathered by group: the entries above with a nitro group on carbon (two)
# Value order – Mdm2-MdmX inh | tim23-1 inh | UPR XBP1 act | APJ antag | APJ ag | EBI2 antag | CHOP UPR activ | CCR6 antag | CXCR6 inh
Cc1cc(OCC(=O)Nc2cnn(CCCC(=O)O)c2)ccc1[N+](=O)[O-]
→ 12 | 20 | -3 | -45 | -5 | -1 | 0.4 | 7 | -2
O=C(COC(=O)c1cc[n+]([O-])cc1)Nc1ccc(F)c([N+](=O)[O-])c1
→ 4 | 15 | -2 | 0 | -3 | 0 | -0.9 | 10 | -3
